M. tuberculosis – growth inhibition of non-replicating M. tuberculosis (AID 488890). Mycobacterium tuberculosis non-replicating, growth inhibition; higher % means a stronger effect. one-dose inhibition, % at 25 µM; IC50 in µM for titrated hits. 320,000 compounds, 0.39% hits; in the data active = a potency from the dose series; inconclusive = inhibition mostly from about 82% at the one dose, without a potency; inactive = the rest, 99 in 100 with inhibition below about 76%;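 also: plate controls were DMSO cells for no effect and high antibiotic wells for full effect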
M. tuberculosis HTS – M. tuberculosis growth inhibition, HTS (AID 449762); M. tuberculosis H37Rv growth inhibition, 7H9 media; higher % means a stronger effect; inhibition, % at 25 µM, or IC50 in µM where a hit was titrated; 330,000 compounds, 0.59% hits; in the data active = a potency from the dose series; inconclusive = inhibition above about 70% without an active follow-up result;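 also: bacterial growth assessed after seven days of incubation; strong numbers were not always called active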
inhibitors of VEEV – inhibitors of VEEV TC-83 cytopathic effect, confirmation, Vero cells (AID 588727) | Vero cells, VEEV TC-83 cytopathic effect inhibition; higher % means a stronger effect | one-dose inhibition, % at 20 µM; IC50 in µM for titrated hits | 350,000 compounds, 0.13% hits; in the data active = a potency from the dose series; inconclusive = inhibition mostly from about 14% at the one dose, without a potency; inactive = the rest, 99 in 100 with inhibition below about 12%; also: strong numbers were not always called active
influenza NS1A – H1N1 influenza NS1A inhibitors, functional cell based assay (AID 504329); 340,000 compounds, 0.3% hits; inhibition, % at 12.5 µM; hits with a dose series show IC50 in µM; NS1A functional cell-based assay, percent inhibition; higher % means a stronger effect; in the data active = a potency from the dose series; inconclusive = inhibition above about 27% without an active follow-up result; also: strong numbers were not always called active
Salmonella PhoP GFP – PhoP regulon inhibitors, Salmonella typhi PhoP promoter GFP reporter, confirmatory (AID 1850) | 310,000 compounds, 0.33% hits | one-dose inhibition, % at 50 µM; IC50 in µM for titrated hits | Salmonella Typhi PhoP-promoter GFP reporter, fluorescence, 4 h; higher % means a stronger effect; in the data active = a potency from the dose series; inconclusive = inhibition mostly from about 25% at the one dose, without a potency; inactive = the rest, 99 in 100 with inhibition below about 19%;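 also: 0% = induced wells with vehicle and 100% = uninduced wells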
* marks the source's active call; other numbers are inactive results; i = inactive; ? = inconclusive; . = no result given. Not a hit list. About 1.5% of those tested had a hit in this group.

1: COc1ccc(Cc2c(C)nc(N)nc2Cl)cc1
2: O=C(O)CN1C(=O)/C(=C\c2cc(Br)ccc2OCc2ccc(F)cc2)SC1=S
3: CCC(=O)Nc1cccc(NC(=O)COc2ccc(OC)cc2)c1
4: COc1cc(/C=C/c2ccc(/C=C/c3cc(OC)c(OC)c(OC)c3)cc2)cc(OC)c1OC
5: Cc1noc(/C=C/c2nn(C)cc2Cl)c1[N+](=O)[O-]
6: CC(C)c1ccc(NC(=O)CNCC(c2ccccc2)N(C)C)cc1 (stereo not given)
7: COc1ccccc1CC(=O)Nc1ccc2c(c1)OC1(CCCC1)O2
8: Cc1nc(N2CCN(C(=O)c3ccco3)CC2)nc2c1C(=O)CCC2
9: Cc1noc(C)c1C(=O)Nc1ccccn1
10: CC1(C)CC(=NNC(=O)c2n[nH]c3c2CCC3)CC(C)(C)N1
assay / compound	1	2	3	4	5	6	7	8	9	10
M. tuberculosis HTS	8.9%	3.8%	17.3%	.	8.3%	-0.9%	-8.4%	-2.9%	-17.6%	1.8%
inhibitors of VEEV	0.1%	0.6%	i	4.3%	2.9%	1.5%	1.9%	3.5%	3.0%	i
influenza NS1A	-15.7%	3.9%	3.0%	-1.5%	-1.8%	-17.4%	-12.0%	-3.1%	-0.7%	0.5%
Salmonella PhoP GFP	-7.4%	-29.7%	-4.0%	.	-8.2%	-6.1%	.	-2.8%	-4.6%	3.2%
M. tuberculosis	10.7%	18.2%	32.3%	.	-7.2%	32.1%	49.5%	-13.6%	4.6%	3.6%

11: CCCCN1CC(=O)N2[C@H]3c4ccccc4OC[C@@H]3[C@H](c3ccccc3)[C@]2(C)C1=O
12: Cc1ccc(C(=O)NCC(=O)OCC(=O)Nc2ccccc2C#N)s1
13: CCOc1ccc(S(=O)(=O)Nc2cc(F)ccc2F)c2cccnc12
14: CC(C)(C)NC(=O)NC(=O)COC(=O)C1CC(=O)N(Cc2ccccc2)C1 (stereo not given)
15: Cc1ccc(CNS(=O)(=O)c2ccc(CN3C(=O)c4cccnc4C3=O)cc2)o1
16: CCOC(=O)c1sc(C)c(C(N)=O)c1NC1=NCCCCC1
17: CCOC(=O)c1nc2c(=O)n(C)c(=O)n(C)c2n(C)c1=O
18: Cc1ccsc1CN(C)CC(=O)Nc1cccc(S(=O)(=O)N(C)c2ccccc2)c1
19: COc1cccc(CN(Cc2ccccc2F)S(=O)(=O)c2ccc(S(=O)(=O)NCc3ccccc3)cc2)c1
20: Cc1ccc(S(=O)(=O)NCC(C)NS(C)(=O)=O)cc1 (stereo not given)
assay / compound	11	12	13	14	15	16	17	18	19	20
M. tuberculosis HTS	0.7%	5.0%	4.5%	2.9%	3.5%	-14.2%	-7.4%	.	1.6%	2.7%
inhibitors of VEEV	6.2%	i	1.5%	0.8%	0.8%	2.7%	0.6%	6.5%	i	i
influenza NS1A	-21.1%	-4.9%	8.7%	5.3%	4.6%	-0.4%	-2.0%	-7.4%	-1.1%	-6.7%
Salmonella PhoP GFP	.	-7.3%	11.2%	1.1%	6.9%	-17.7%	3.0%	.	-4.5%	3.3%
M. tuberculosis	22.9%	3.0%	-5.0%	8.2%	1.6%	1.3%	-14.1%	.	-0.6%	1.4%

21: Cc1ccc(/C=C/c2nc3ccccc3s2)s1
22: O=C1C(Cc2cccc([N+](=O)[O-])c2)S/C(=N/N=C/c2ccco2)N1c1ccccc1 (stereo not given)
23: O=c1c2c3c(sc2nc2n1CCCCC2)CCCC3
24: COc1ccc(-n2cnc3cc(C(=O)NC4CCCC4)ccc32)cc1
25: O=c1[nH]c(=O)n(-c2ccc(Cl)cc2)c(O)c1C=Nc1ccc(S(=O)(=O)Nc2nccs2)cc1
26: CCC(C)NC(=O)C1c2ccccc2C(=O)N1Cc1ccccc1 (stereo not given)
27: Cc1ccc(C(=O)C(C)OC(=O)c2cc3cc([N+](=O)[O-])ccc3oc2=O)cc1 (stereo not given)
28: CCCCc1[nH]c(=O)c(C#N)c2c1CCCC2
29: COc1ccc(NS(=O)(=O)c2cn(C)cn2)cc1Cl
30: CCOc1ccc(CCNC(=O)c2[nH]c(C)c(C(C)=O)c2C)cc1OCC
assay / compound	21	22	23	24	25	26	27	28	29	30
M. tuberculosis HTS	6.9%	10.8%	-5.6%	2.9%	?	-4.9%	1.9%	-14.5%	7.2%	1.8%
inhibitors of VEEV	0.2%	0.6%	1.4%	0.7%	0.9%	0.9%	0.8%	1.9%	1.5%	0.7%
influenza NS1A	3.3%	6.1%	4.8%	-4.1%	1.3%	-0.2%	-0.6%	-0.6%	3.1%	10.0%
Salmonella PhoP GFP	6.6%	-2.0%	1.1%	-9.6%	16.4%	0.5%	5.0%	-0.4%	-20.2%	-0.9%
M. tuberculosis	24.5%	-9.3%	29.9%	57.2%	77.9%	-13.8%	19.1%	-14.9%	-10.0%	-1.7%

31: C[C@]12C(=O)N(c3ccc(Cl)cc3)C(=O)N1[C@@H]1c3ccccc3OC[C@@H]1[C@H]2c1ccccc1
32: CCCN1C2CCCC1CC(NC(=O)c1ccccc1OC)C2 (stereo not given)
33: COc1ccccc1-c1cc(-c2cc(Cl)ccc2O)n[nH]1
34: O=C1CC[C@@H]2CC3(C[C@@H]4CCN1[C@H]24)Nc1cc(Cl)ccc1NC3=NC1CCCCC1 (stereo not given in full)
35: Cc1nnc(SCC(=O)NC2CCCC2)n1CCc1ccccc1
36: CN(C)c1ccc2nsnc2c1[N+](=O)[O-]
37: COc1ccc(NC(=O)Nc2nnc(C(C)C)s2)cc1
38: Cn1c(C(=O)N(Cc2ccccc2)Cc2cccs2)cc2sccc21
39: CCCCOC(=O)Nc1ccc(S(=O)(=O)Nc2nccs2)cc1
40: COc1ccccc1NC(=O)C(C)OC(=O)CC1CCCCC1 (stereo not given)
assay / compound	31	32	33	34	35	36	37	38	39	40
M. tuberculosis HTS	15.5%	-0.2%	-9.4%	.	-0.1%	-0.8%	3.1%	9.3%	-1.5%	-3.1%
inhibitors of VEEV	i	i	1.2%	i	0.4%	i	3.6%	i	1.4%	1.4%
influenza NS1A	-1.2%	-5.0%	-15.1%	8.8%	-9.9%	-13.7%	1.6%	-25.9%	-6.9%	-7.2%
Salmonella PhoP GFP	-4.9%	3.1%	-10.6%	.	-2.3%	5.3%	3.6%	7.2%	1.2%	.
M. tuberculosis	32.5%	2.7%	-12.6%	.	7.2%	-13.9%	3.6%	21.7%	69.3%	34.5%

41: CC(C)Cc1ccc(CN2CCCC(NC(=O)c3ccnn3C)C2)cc1 (stereo not given)
42: O=C(CC(C(=O)O)N1CCOCC1)Nc1ccc(Cl)cc1 (stereo not given)
43: C[C@H]1C=C(C(=O)NCc2nc3ccccc3[nH]2)O[C@@H](OCc2ccc(CO)cc2)C1
44: COC(=O)C(Cc1ccc(N(CCCl)CCCl)cc1)N=Cc1ccccc1O (stereo not given)
45: O=C(CSc1nc(C2CC2)nc2ccccc12)Nc1ccccc1N1CCOCC1
46: CN(C)c1ccc(/C=N/NC(=O)c2cc(=O)[nH]c3ccccc23)cc1
47: COc1ccc(/C=N/NC(=O)c2ccc(NC(=O)C3CCCCC3)cc2)cc1O
48: CCOCCOc1nc2c(c(=O)n(C)c(=O)n2C)n1Cc1ccc(C)cc1
49: C[n+]1ccccc1Nc1cc([N+](=O)[O-])ccc1N
50: O=C(COc1ccc2c3c(c(=O)oc2c1)CCC3)NC(Cc1ccc(Cl)cc1)C(=O)O (stereo not given)
assay / compound	41	42	43	44	45	46	47	48	49	50
M. tuberculosis HTS	12.2%	-13.8%	3.3%	-6.0%	2.5%	-11.0%	1.1%	-0.5%	4.0%	-8.8%
inhibitors of VEEV	0.2%	i	i	8.8%	5.6%	3.3%	13.5%	i	0.8%	0.4%
influenza NS1A	-6.2%	4.4%	9.0%	-14.8%	-4.7%	-0.4%	14.3%	-22.2%	-3.8%	-9.8%
Salmonella PhoP GFP	-4.8%	2.7%	-0.3%	6.9%	-0.1%	2.9%	0.2%	11.3%	0.1%	4.8%
M. tuberculosis	42.9%	-8.5%	32.2%	19.4%	11.3%	8.6%	17.4%	.	-5.4%	9.4%

51: CC1(/[N+]([O-])=C/c2ccc(F)cc2)CCCCC1=O (stereo not given)
52: O=C(Cn1ncc2c(=O)oc3ccccc3c21)N1CCc2ccccc2C1
53: CN(C)S(=O)(=O)c1ccc(N2CCCC2)c(C(=O)NC2CCC(O)CC2)c1 (stereo not given)
54: NC(=S)NNc1cc(Cl)cc(Cl)c1
55: ClCCN(CCCl)c1ccc(-n2cnc3c(Cl)ncnc32)cc1
56: CCc1nc(SCC(=O)Nc2cc(C)on2)c2c(=O)n(C)c(=O)n(C)c2n1
57: CN1CCC(OC(=O)c2ccccc2Cl)CC1
58: CCC(=O)Nc1ccc(NC(=O)CSc2nnc(-c3ccco3)n2CC)cc1
59: O/C(=C\c1ccc2ccccc2n1)c1ccc(O)cc1O
60: O=c1c(-c2nn[nH]n2)coc2ccc(Cl)cc12
assay / compound	51	52	53	54	55	56	57	58	59	60
M. tuberculosis HTS	-2.0%	-4.9%	-7.0%	?	.	-5.7%	-1.6%	-11.4%	5.0%	1.9%
inhibitors of VEEV	i	0.9%	1.6%	i	1.6%	5.5%	0.3%	2.5%	8.1%	1.3%
influenza NS1A	0.8%	-18.6%	-7.4%	-1.4%	-24.7%	3.0%	-8.9%	-3.2%	9.7%	-0.2%
Salmonella PhoP GFP	5.3%	-7.9%	-1.4%	-2.6%	.	-3.8%	-6.2%	8.4%	-12.1%	-13.9%
M. tuberculosis	-10.2%	-8.4%	2.5%	.	.	-5.3%	-12.4%	-4.0%	9.3%	6.7%

An excerpt of these results, with tabs.
entry	structure	M. tuberculosis HTS	inhibitors of VEEV	influenza NS1A	Salmonella PhoP GFP	M. tuberculosis
56	CCc1nc(SCC(=O)Nc2cc(C)on2)c2c(=O)n(C)c(=O)n(C)c2n1	-5.7%	5.5%	3.0%	-3.8%	-5.3%
24	COc1ccc(-n2cnc3cc(C(=O)NC4CCCC4)ccc32)cc1	2.9%	0.7%	-4.1%	-9.6%	57.2%
46	CN(C)c1ccc(/C=N/NC(=O)c2cc(=O)[nH]c3ccccc23)cc1	-11.0%	3.3%	-0.4%	2.9%	8.6%
14	CC(C)(C)NC(=O)NC(=O)COC(=O)C1CC(=O)N(Cc2ccccc2)C1 (stereo not given)	2.9%	0.8%	5.3%	1.1%	8.2%

The list continues:
61: O=C(CN1CCN(C(=O)C2CCCO2)CC1)Nc1ccc(Br)cc1 (stereo not given)
62: O=C1C2(Cl)C3(Cl)C4(Cl)C(Cl)(Cl)C5(Cl)C3(Cl)C1(Cl)C5(Cl)C24Cl (stereo not given)
63: Cc1ccc(-c2cc(=O)[nH]c(NCc3ccccc3)n2)cc1
64: CC(C)CCN1CCC(CN2CCNC(=O)C2=O)CC1
65: COc1ccc2ccccc2c1/C=N/NC(=S)NCCN1CCOCC1
66: CN(C)S(=O)(=O)c1ccc(C(=O)/C=C/c2cccnc2)cc1
67: COc1cc(C(=O)Nc2ccc(NC(=O)c3ccccc3Cl)nc2)cc(OC)c1OC
68: COc1ccc(NC(=O)CN2CCN(c3ccc(Cl)cc3)CC2)c(OC)c1
69: CCCSc1ncc(Cl)c(C(=O)Nc2ccc(S(=O)(=O)N3CC(C)OC(C)C3)cc2)n1 (stereo not given)
assay / compound	61	62	63	64	65	66	67	68	69
M. tuberculosis HTS	-23.9%	46.7µM*	4.3%	.	-2.9%	18.5%	-5.8%	23.1%	7.8%
inhibitors of VEEV	1.2%	4.6%	1.8%	0.5%	5.9%	13.7%	10.5%	1.4%	i
influenza NS1A	-4.9%	-4.0%	-5.7%	-5.1%	6.9%	-0.9%	-12.7%	-0.2%	-1.0%
Salmonella PhoP GFP	-12.6%	.	2.6%	.	1.4%	-2.0%	2.2%	-8.5%	3.6%
M. tuberculosis	-7.9%	79.2%	35.6%	.	32.1%	9.8%	5.5%	30.3%	32.2%

Compound activity deposited in PubChem BioAssay by Southern Research Specialized Biocontainment Screening Center.
